sPLA2-III inh: Blocks human group III sPLA2 activity; QFRET BODIPY PC-A2 liposome hydrolysis, fluorescence; inhibition, % at 12.2 µM; 370,000 compounds, 0.56% hits;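 active means inhibition above mean plus 3 SD of compounds lying within the high and low control bounds, cut at about 19% in these data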;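 further: 0% = median of test compound wells and 100% = no enzyme DMSO wells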
Target sequence (Q9NZ20 whole entry, looked up): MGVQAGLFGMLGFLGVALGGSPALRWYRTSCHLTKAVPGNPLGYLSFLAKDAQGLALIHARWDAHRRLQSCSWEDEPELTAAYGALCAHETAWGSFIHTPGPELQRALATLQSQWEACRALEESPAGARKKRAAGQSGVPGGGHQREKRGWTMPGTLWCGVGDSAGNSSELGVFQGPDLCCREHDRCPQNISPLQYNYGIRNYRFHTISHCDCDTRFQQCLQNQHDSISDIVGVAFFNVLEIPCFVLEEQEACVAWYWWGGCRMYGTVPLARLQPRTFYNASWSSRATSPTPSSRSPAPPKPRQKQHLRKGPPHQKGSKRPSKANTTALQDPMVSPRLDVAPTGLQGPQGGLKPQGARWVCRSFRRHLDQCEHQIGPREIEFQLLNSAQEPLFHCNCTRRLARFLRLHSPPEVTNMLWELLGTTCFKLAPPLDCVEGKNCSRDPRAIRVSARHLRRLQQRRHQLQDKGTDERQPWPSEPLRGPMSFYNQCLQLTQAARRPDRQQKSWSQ
hgDAF12 agonist: activates the H. glycines DAF-12 receptor ligand-binding domain; activation, % at 6.8 µM; AID 687014; 370,000 compounds, 1.8% hits; HEK293 GAL4-hgDAF12 UAS-luciferase reporter, agonist luminescence; normalized to butyrate control;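 active means activation above a cutoff set at the mean of all screened compounds plus 3 SD, cut at about 10% in these data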;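 further: 0% = DMSO wells and 100% = sodium butyrate wells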
hcDAF-12 act: activators of H. contortus DAF-12 nuclear receptor | HEK293 hcDAF-12 lit1-tk-luc reporter, luminescence; 0% DMSO, 100% Δ7-dafachronic acid | activation, % at 6.8 µM | 370,000 compounds, 1.4% hits;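 active means activation above the mean of all tested compounds plus 3 SD, cut at about 5.5% in these data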;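 further: 100% = response to 3 µM Δ7-dafachronic acid high control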
GAA850 FXN act: frataxin GAA850 promoter activation; HEK293 lucGAA850 FXN promoter luciferase reporter, 24 h; percent of 10 µM SAHA response; activation, % at 6 µM; 360,000 compounds, 0.56% hits;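 active means activation above the average of all compounds screened plus 3 SD, cutoff fixed separately per campaign, cut at about 7.5% in these data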;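 further: 0% = DMSO wells and 100% = 10 µM SAHA wells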
ssDAF12 agonist: activators of S. stercoralis DAF-12 nuclear receptor; HEK293 ssDAF-12/GRIP1 lit1-tk-luc reporter, luminescence; % of 3 µM dafachronic acid response; activation, % at 6.8 µM; 370,000 compounds, 1% hits; AID 652126;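 active means activation above the mean over all tested compounds plus 3 SD, cut at about 0.9% in these data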;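 further: 0% = DMSO-only wells and 100% = 3 µM delta7-dafachronic acid wells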
GC-A act: GC-A (human) enzyme activation; P16066; HEK293 GC-A cells, cGMP TR-FRET, EC30 ANP; 0% at EC30 ANP, 100% saturating ANP; activation, % at 10 µM; 370,000 compounds, 0.14% hits; in the data active means activation above about 40%
SMARCA2 activ: activators of SMARCA2 function | AID 652017 | activation, % at 9.1 µM | MG213 cells, MMTV-luciferase reporter, dexamethasone, overnight | 370,000 compounds, 1% hits; in the data active means activation above about 7.8%;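 further: 0% = vehicle wells and 100% = reference activator wells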
proKLK7 act: activates the human kallikrein-7 zymogen. purified proKLK7, EDANS-DABCYL substrate fluorescence; 100% is mature enzyme control, 0% vehicle. activation, % at 7 µM. 370,000 compounds, 0.9% hits. AID 652039;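 active means activation above the mean of all tested compounds plus 3 SD, computed per campaign excluding outliers beyond control limits, cut at about 13% in these data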
Target sequence (P49862 whole entry, looked up): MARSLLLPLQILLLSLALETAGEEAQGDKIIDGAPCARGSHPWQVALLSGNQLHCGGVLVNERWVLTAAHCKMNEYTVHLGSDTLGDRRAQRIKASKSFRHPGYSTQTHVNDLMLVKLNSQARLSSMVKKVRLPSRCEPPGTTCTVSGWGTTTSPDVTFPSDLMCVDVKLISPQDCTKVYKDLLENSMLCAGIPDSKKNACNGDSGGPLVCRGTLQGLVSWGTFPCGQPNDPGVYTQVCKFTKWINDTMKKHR
DAX1 inh-1: inhibitors of DAX1 repression of SF-1 activated StAR promoter | inhibition, % at 6.8 µM | 370,000 compounds, 1.1% hits | HEK293T StAR-luciferase reporter, SF-1/DAX-1 repression relief | AID 652010;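 active means inhibition above the mean over all tested compounds plus 3 SD, cut at about 3.6% in these data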;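 further: 0% = DAX-1 cells with DMSO and 100% = cells lacking DAX-1 with DMSO; higher inhibition means more luminescence from relief of DAX-1 repression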
NPR2 activator: GC-B (human) receptor activation. HEK293-GC-B cells, CNP EC30, cGMP TR-FRET; 0% at EC30 CNP, 100% saturating CNP. activation, % at 10 µM. 370,000 compounds, 0.11% hits. AID 1920062;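 active means activation at 10 µM reaching about 35% in either raw or pattern-adjusted values, limit read from the data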
DAX1 inh-2: NR0B1 (DAX1) inhibition. HEK293 Gal4-DAX1 luciferase reporter, luminescence. AID 504766. inhibition, % at 6.75 µM. 340,000 compounds, 0.99% hits. P51843;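 active means inhibition above the mean over all tested compounds plus 3 SD, cut at about 4.2% in these data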;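 further: 0% = DAX1-transfected cells with DMSO and 100% = empty-vector control cells with DMSO; inhibition shows as a rise in luminescence from relieved DAX1 repression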
Target sequence (P51843 207-470 limits assumed): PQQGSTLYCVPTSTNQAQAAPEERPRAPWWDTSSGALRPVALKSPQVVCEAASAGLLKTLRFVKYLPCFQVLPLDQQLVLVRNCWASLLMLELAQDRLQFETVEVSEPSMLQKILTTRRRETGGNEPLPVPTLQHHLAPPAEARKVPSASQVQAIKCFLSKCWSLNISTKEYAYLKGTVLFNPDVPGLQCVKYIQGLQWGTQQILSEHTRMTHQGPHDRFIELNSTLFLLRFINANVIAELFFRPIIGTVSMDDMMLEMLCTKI
* hit, by the source's call; / = not tested or not shown.

SMILES	sPLA2-III inh	hgDAF12 agonist	hcDAF-12 act	GAA850 FXN act	ssDAF12 agonist	GC-A act	SMARCA2 activ	proKLK7 act	DAX1 inh-1	NPR2 activator	DAX1 inh-2
CCC1CCCCN1C(=O)COC(=O)CN(C)S(=O)(=O)c1ccc(NC(C)=O)cc1 (stereo not given)	-2	2.6	-2.3	0.4	-0.6	0	1	0.2	0.6	0	-0.8
COc1ccc2[nH]c(=O)c(CN(CCc3ccccc3)Cc3nnnn3CC3CCCO3)cc2c1 (stereo not given)	6	0.2	-0.1	3.6	-0.8	-1	0	0.7	-0.1	-3	0.0
COc1ccc(C(=O)c2sc(Nc3cccc(OC)c3)c(C(=O)Nc3cccc(C)c3C)c2N)cc1	-3	-1.4	0.0	1.1	-0.6	-5	-3	-0.5	0.0	-3	1.7
CCC(=O)NNc1ncnc2c1cnn2-c1ccccc1	3	-1.0	2.3	-0.7	-1.2	6	0	-0.2	-0.5	-2	-0.1
COc1ccc(N2CC(O)(c3ccc(C)cc3)[N+]3=C2CCCC3)cc1 (stereo not given)	-4	-3.0	-0.9	-0.5	-1.6	1	0	0.1	0.8	-1	1.1
N#CC1=C(SCC(=O)Nc2ccc(C(=O)O)cc2)NC(=O)CC1c1ccco1 (stereo not given)	-1	-1.0	0.6	0.1	-0.1	1	1	0.6	-0.6	4	2.8
Nc1nnc(SCC(=O)Nc2cc(S(=O)(=O)N3CCOCC3)ccc2Cl)s1	-2	-2.0	-0.5	0.1	-1.9	-5	-1	-0.3	-2.0	6	-0.3
CCN(CC)C1CCN(C(=O)c2ccc3nc(Cc4ccc(OC)cc4)oc3c2)C1 (stereo not given)	-11	0.5	-0.4	4.1	-0.3	4	3	0.1	0.4	2	0.7
O=C(O)c1cc2nc(-c3cccs3)cc(C(F)(F)F)n2n1	2	-2.9	-1.2	4.3	-0.7	0	1	1.7	-0.5	-5	0.1
N#CCCN(C(=O)COC(=O)C1=NNC(=O)CC1)c1ccccc1	6	-1.1	-0.4	3.0	-0.7	5	-3	0.1	1.6	4	-0.1
Cc1ccc(C(=O)CCC(=O)Nc2ccccc2F)cc1	-4	3.0	1.2	1.5	1.0*	4	2	-0.1	0.5	4	3.0
O=c1nc(N2CCCCC2)nc(Nc2ccccc2)[nH]1	-5	-1.1	-0.6	0.0	-2.3	1	0	0.5	0.4	0	0.4
CC(C)C(NC(=O)C12CC3CC(CC(C3)C1)C2)C(=O)O (stereo not given)	-1	0.7	-1.1	0.9	-0.9	-5	-4	0.2	0.9	2	-2.0
CC(NC(=O)c1ccc(F)cc1)C(=O)NC1=NCCS1 (stereo not given)	4	-2.4	-0.1	-1.8	-0.9	3	0	0.0	-0.2	1	0.0
CCOC(=O)[C@]12CCCC=C1N(Cc1cccc3ccccc13)C(=O)[C@H](CC(=O)NCc1ccc(OC)c(OC)c1)C2	-19	-1.6	-3.1	/	-1.4	4	-3	0.6	-1.2	1	/
O=C(Nc1cccnc1)c1ccc(COc2cc(Cl)ccc2Cl)o1	-27	-1.6	-3.5	-0.9	-1.7	24	0	0.1	-0.9	-16	-1.6
Cc1nnc(NS(=O)(=O)c2ccc(N=Nc3ccc(N)nc3N)cc2)s1	-15	2.5	0.0	1.9	-0.7	1	-4	0.3	0.3	0	0.1
Cc1cc(Nc2ccc(C)c(Cl)c2)nc(N2CCOCC2)n1	1	-0.6	-2.2	2.5	-1.0	8	-2	-0.2	0.1	0	/
O=C(NC12CC3CC(CC(C3)C1)C2)c1ccccc1O	-5	-0.9	-2.5	0.9	-1.1	-3	3	-5.8	-0.4	2	0.3
O=C(C[n+]1ccc(C(=O)N/N=C/c2ccc(Br)cc2)cc1)c1ccccc1	7	-1.4	-1.2	-0.4	-1.1	2	-2	-1.8	-0.1	-7	-0.5
Oc1ccc(/C=N/N(Cc2ccccc2)c2ccccc2)c(O)c1O	20*	-0.3	-0.4	1.0	-1.1	-1	0	0.1	0.0	2	-0.5
Cc1ccccc1NC(=O)Cc1nc(-c2ccc3ccccc3c2)cs1	-51	-1.3	-2.3	1.2	-1.9	3	-5	0.4	-1.0	-5	-0.8
CC(=O)Nc1nnc(SCC(=O)NC(C)(C)C)s1	2	0.2	0.6	0.4	-1.3	2	-1	-0.6	-0.2	-4	3.0
COc1ccc(NC(=S)N(Cc2cccnc2)Cc2cc3cc(OC)c(OC)cc3[nH]c2=O)cc1	-1	-5.4	-1.8	1.0	-2.3	1	-2	0.7	-2.6	1	-2.5
COC(=O)c1nc(N)sc1-c1ccc(Cl)cc1	-4	0.6	-0.3	4.2	-1.6	3	1	4.2	-0.9	9	0.8
The list goes on:
SMILES	sPLA2-III inh	hgDAF12 agonist	hcDAF-12 act	GAA850 FXN act	ssDAF12 agonist	GC-A act	SMARCA2 activ	proKLK7 act	DAX1 inh-1	NPR2 activator	DAX1 inh-2
COc1ccccc1C(=O)NC(=O)COC(=O)C1CC1	4	1.5	0.4	0.4	-0.5	-2	1	-0.5	1.3	3	0.1
CC(=O)Nc1ccc(/C=C2\CCc3ccccc3C2=O)cc1	-7	10	6.1*	0.8	-0.6	-4	2	0.4	1.6	-1	0.6
CC1CCN(C(=O)c2ccc(CS(=O)(=O)Cc3ccccc3)cc2)CC1	3	-3.2	-0.9	-0.7	-1.3	1	2	-0.3	-2.8	-4	-0.8
Cc1cc(OCC(=O)Nc2ccc(S(=O)(=O)N3CCN(C)CC3)cc2)ccc1Cl	-18	1.6	-0.6	-1.1	-1.0	-4	0	0.0	0.0	4	-1.0
O=C(CNC(=O)c1ccc(Br)o1)OCC(=O)c1cccc([N+](=O)[O-])c1	-5	0.7	0.6	-0.4	-1.4	-3	-3	-0.4	-1.1	2	-1.3
CC(C)C1N=C2c3ccccc3N=C(SCC(=O)NCCc3ccc(S(N)(=O)=O)cc3)N2C1=O (stereo not given)	8	-0.1	0.0	-0.8	-0.7	2	9.4*	1.1	-0.9	-3	-0.5
COc1cc(-c2nnc(SCC(=O)NC3CCCC3)n2C)cc(OC)c1O	1	-2.0	-1.8	0.8	-1.1	2	2	0.0	0.1	-4	0.5
CN1CCN(CC(O)Cn2c3ccccc3c3ccccc32)CC1 (stereo not given)	-10	1.2	1.1	-0.2	-0.6	-3	-2	0.3	-0.1	2	1.6
O=C(c1cc2ccccn2n1)N1CCN(Cc2ccccc2)CC1	4	9.1	3.0	0.4	-0.1	-1	-1	0.1	2.8	-1	3.1
CCOC(=O)c1c(NC(=O)CN2CCCCC2)sc(CN(C)C)c1-c1ccccc1	-4	-4.0	-0.2	2.6	-0.6	-3	-3	-0.2	-0.4	6	0.0
CN(C)N1C(N)=C(C#N)C(c2ccccc2F)C2=C1CC(C)(C)CC2=O (stereo not given)	-4	0.4	-0.4	-0.8	-1.1	-3	-2	-0.3	0.0	5	-0.6
Cc1ccc(NC(=O)C2CC(Cl)=CCC2C(=O)O)c([N+](=O)[O-])c1 (stereo not given)	2	-0.4	0.2	0.2	-1.3	1	0	0.0	0.4	6	1.4
Cc1cccc(C)c1NC(=O)C(c1ccccc1)N1CCC1=O (stereo not given)	0	0.1	-1.0	-0.7	-0.6	1	1	-0.3	0.0	-1	-0.3
COc1ccc(COC(=O)NC2CCN(S(=O)(=O)c3ccc(OC)cc3)CC2)cc1	-17	-0.8	-3.2	-1.5	-1.9	2	-5	0.5	-1.1	-4	-0.9
COc1ccccc1C(=O)Nc1ccc(-c2nnn(CC(=O)N3CCOCC3)n2)cc1	3	-1.0	-1.2	6.3	-1.7	-5	-1	-0.2	-0.5	0	-0.9
CNS(=O)(=O)c1cc(C(=O)O)ccc1OC	2	3.7	-0.9	2.4	-1.3	0	2	-0.3	0.5	2	1.0
Cc1ccc2occ(/C=N/NC(=O)c3ccccc3Br)c(=O)c2c1	-8	2.4	0.5	-0.8	-1.0	0	3	2.5	0.2	-2	0.0
COC(=O)[C@@H]1C[C@H]2CC[C@H](O)C[C@H]2N1Cc1ccccc1OC(=O)c1cccs1	-3	-1.0	0.2	-1.6	-1.0	-4	-2	0.5	0.8	-3	-0.2
COc1nc(-c2ccccc2)ccc1-c1noc(-c2ccco2)n1	-8	7.6	-0.3	0.3	-0.2	-7	3	-0.4	1.1	-9	1.6
COc1ccccc1N1CCN(C(=O)c2ccc(-c3nc4ccccc4s3)o2)CC1	-7	2.0	1.2	0.5	-0.9	3	4	0.3	2.9	6	-0.3
Cc1ccc(NC(=O)CSCc2ccc(F)cc2)cc1	5	14*	3.1	2.9	-1.0	0	1	0.2	1.6	-3	-0.9
O=C1N/C(=C\c2ccc(N3CCOCC3)c(F)c2)C(=O)N1Cc1ccccc1	2	0.7	-1.4	-2.9	-1.2	-1	5	0.5	0.3	-7	1.3
CC(=O)c1ccc2c(c1)c(C#N)c1ccccc1[n+]2[O-]	0	0.3	0.5	3.0	-0.8	7	0	1.8	0.6	-7	-0.3
CCCCNC(=O)c1cn(CC(C)C)c(=O)c2c1c1ccccc1n2C	1	0.8	-1.6	-1.4	-0.7	-14	-3	-0.7	-0.2	-7	-0.2
Cc1ccc(NC(=S)N2CCc3[nH]c4ccccc4c3C2)cc1	9	-1.1	-0.8	-1.9	-1.4	5	-1	2.5	-0.6	6	1.0
New compounds follow
SMILES	sPLA2-III inh	hgDAF12 agonist	hcDAF-12 act	GAA850 FXN act	ssDAF12 agonist	GC-A act	SMARCA2 activ	proKLK7 act	DAX1 inh-1	NPR2 activator	DAX1 inh-2
Cc1ccc(S(=O)(=O)Nc2ccc(F)c(S(=O)(=O)N3CCOCC3)c2)cc1	-21	-0.1	-2.3	-0.4	-0.8	3	3	-0.8	-0.5	0	0.2
CNc1nc(NC)nc(NNC(=O)c2ccccc2)n1	13	0.5	0.6	-0.2	-0.6	0	-5	0.4	-0.9	2	0.7
COc1ccc(C(C)C)cc1S(=O)(=O)NCC1CCCO1 (stereo not given)	-3	1.7	-1.4	-0.6	-1.1	2	-1	-0.7	-0.2	6	-0.7
O=C1c2ccccc2C(=O)N1CCCc1cn(C[C@H]2CC[C@@H]([C@@H]3CC[C@H](Cn4cc(CCCN5C(=O)c6ccccc6C5=O)nn4)O3)O2)nn1	-4	-1.0	-2.5	-0.3	-1.5	1	0	0.3	-0.1	3	-0.1
COc1ccc(NC(=O)CCOc2ccc(C)cc2)cc1S(=O)(=O)N1CCCCC1	-18	0.1	-1.0	-1.0	-1.4	-1	-3	-0.3	-3.5	-6	-0.9
CCCCCCn1c(=O)n2n(c1=O)[C@@H]1CN(S(=O)(=O)c3ccc(C)cc3)C[C@]1(O)[C@@H](OC(=O)NCc1ccc(OC)c(OC)c1)C2	-37	-1.2	-1.5	-3.5	-0.7	-4	0	0.4	-0.7	-1	0.9
